NCI-60 one-dose screen, 48 h, at 10 µM unless noted. Numbers give growth in % (100 = growth as untreated, 0 = no growth, -100 = all killed).
CAKI-1 – CAKI-1 renal cancer | actives 4.7% (n = 75,000) | AID 1794772
UO-31 – UO-31 renal cancer. actives 5.2% (n = 81,000)
786-0 – 786-0 renal cancer cells; actives 5.1% (n = 81,000); AID 1794775
ACHN – ACHN renal cancer | AID 1794771 | actives 4.9% (n = 81,000)
TK-10 – TK-10 renal cancer cells; actives 3.9% (n = 81,000)
RXF 393 – RXF 393 renal cancer cells. actives 6.9% (n = 77,000). AID 1794773
NCI-H460 – NCI-H460 lung cancer; AID 1794736; actives 6.8% (n = 82,000)
NCI-H522 – NCI-H522 lung cancer; actives 8% (n = 78,000)
NCI-H322M – NCI-H322M lung cancer; actives 2.7% (n = 80,000)
Active calls of the source: *; / = not tested or not shown; & = joins results of further samples. Rule for the calls: active = growth percent below 10; inactive = the rest. An unsorted share of the library; 11% or so of the library scored in one or more.

nr	SMILES	CAKI-1	UO-31	786-0	ACHN	TK-10	RXF 393	NCI-H460	NCI-H522	NCI-H322M
1	CC(=O)C(N=Nc1ccc(-c2cc(-c3ccc(N=NC(C(C)=O)C(C)=O)cc3)cc(-c3ccc(N=NC(C(C)=O)C(C)=O)cc3)c2)cc1)C(C)=O	92.0	82.6	105.0	103.8	109.2	109.8	111.3	98.8	108.7
2	CCOC(=O)CC(S(=O)(=O)c1ccccc1)S(=O)(=O)c1ccccc1	90.1	72.4	115.3	63.6	56.4	57.5	103.5	-11.9*	/
3	CCCCCCc1cccnc1	/	94.5	99.4	/	95.7	101.5	102.3	85.0	114.4
4	COc1ccc(/C(C#N)=C/c2cccc(OC)c2OC)cc1	74.7	78.1	93.8	99.0	96.7	85.7	108.4	58.8	/
5	O=[N+]([O-])c1ccc(OCCCCOc2ccccc2)c(Cl)c1	111.3	96.2	113.1	100.8	106.7	106.9	108.2	78.6	121.2
6	Cc1cc(NS(=O)(=O)c2ccc(Nc3nc(O)c(/C=C4\C=Nc5ccccc54)s3)cc2)no1	/	70.3	107.7	/	111.4	98.9	104.7	92.4	91.5
7	COc1ccc2c(-c3nnc(N)o3)cc(=O)oc2c1	89.9	85.9	95.9	102.1	104.2	113.7	106.2	97.5	98.2
8	O=C(N/N=C/c1ccc([N+](=O)[O-])cc1)c1ccc(Br)o1	105.9	-17.5*	91.7	106.6	131.5	90.3	104.6	88.5	128.6
9	O=Nc1c(O)c(Cl)cc2ccccc12	76.5	64.3	105.2	65.3	66.3	67.4	90.3	50.1	101.5
10	CCCCn1c(Cc2ccc(OC)cc2)nc2cc(OC)c(OC)cc2c1=O	/	74.7	/	80.9	67.2	/	99.2	87.0	100.6
11	CC(=O)/C(Br)=C/c1ccc(Br)o1	26.1	52.7	5.9*	60.1	71.5	-13.5*	105.5	55.7	102.5
12	COc1ccc(/C=c2/c(=O)[nH]c3nc4sc(C)c(C)c4c(=O)n23)cc1	74.2	73.0	88.1	91.5	101.2	93.7	88.3	74.4	98.7
13	CN1CCCNc2c(c(=O)c2=O)NCCCN(C)CCCNc2c(c(=O)c2=O)NCCCN(C)CCCNc2c(c(=O)c2=O)NCCCN(C)CCCNc2c(c(=O)c2=O)NCCCN(C)CCCNc2c(c(=O)c2=O)NCCC1	91.3	88.9	92.2	83.7	111.1	/	102.9	92.1	98.6
14	COc1ccc(/C=C/C(=O)c2cccc(B(O)O)c2)cc1O	/	19.9	59.1	60.6	99.3	41.5	13.8	43.9	64.0
15	CCOC(=O)C(CC([N+](=O)[O-])[N+](=O)[O-])C(=O)OCC	97.3	86.8	106.6	106.1	99.2	107.0	112.6	94.7	41.6
16	CC(=O)OC1CC2C(C)(C)OC3CC(=O)OCC32C2CCC3(C)C(=CCC3c3ccoc3)C12C (stereo not drawn)	98.7	86.9	102.7	100.6	107.2	104.8	107.7	35.6	111.2
17	O=C(CCCCCCN1CC(=O)N2[C@@H](c3cccc(Br)c3)c3[nH]c4ccccc4c3C[C@H]2C1=O)NO	23.1	46.2	46.6	73.4	28.1	-16.7*	26.4	8.6*	42.2
18	NNC(=O)COc1ccc(-c2nc3ccccc3[nH]2)cc1	73.9	78.9	102.7	88.8	121.3	88.1	102.3	82.5	79.3
19	NC(N)=NCCCCNC(=O)C1=NOC2(C=C(Br)C(=O)C(Br)=C2)C1	99.8	96.5	107.2	113.6	117.7	/	114.8	87.3	102.1
20	CN1CC(=O)N=C1N	107.0&103.4	80.5&102.0	101.3&101.1	110.5&108.6	105.7&109.7	107.5&110.9	114.6&103.9	97.0&96.0	92.5&115.9

Results in TK-10, for two of the compounds above:
no.	canonical_smiles	TK-10
11	CC(=O)/C(Br)=C/c1ccc(Br)o1	71.5
12	COc1ccc(/C=c2/c(=O)[nH]c3nc4sc(C)c(C)c4c(=O)n23)cc1	101.2

New compounds follow.
nr	SMILES	CAKI-1	UO-31	786-0	ACHN	TK-10	RXF 393	NCI-H460	NCI-H522	NCI-H322M
21	COc1cc(CNC(=O)C[C@H](C)CCC=C(C)C)ccc1OCc1cn(-c2ccccc2Cl)nn1	46.3	30.3	87.7	67.6	93.1	72.6	78.4	51.4	91.3
22	O=[N+]([O-])c1cccc(Nc2n[nH]c(-c3ccccc3)n2)c1	58.1	53.1	96.8	74.0	114.1	92.0	87.1	70.5	89.7
23	O=S1SC(c2ccccc2)=NN1c1cc(F)cc(F)c1 (stereo not drawn)	52.4	22.7	34.9	51.5	85.8	52.2	19.6	34.6	67.9
24	COC1OC(COCc2ccc(Cl)cc2)C(OCc2ccc(Cl)cc2)C1O (stereo not drawn)	88.9	71.6	99.9	97.1	93.3	100.3	100.6	87.6	97.5
25	COc1cc(-n2nc(C(=O)NCCCCCC(=O)O)nc2-c2ccccc2)cc(OC)c1OC	100.6	81.6	106.1	102.5	93.2	113.6	106.3	87.6	104.4
26	COc1ccc(/C=C2\N=C(c3ccccc3)N(c3cc(OC)c(OC)cc3C(=O)N3N=C(C)CC3=O)C2=O)cc1O	92.9	79.3	101.0	92.7	127.4	102.8	106.1	96.2	107.5
27	CCCCCn1sc(=O)n(Cc2ccc(CNC(=O)OCc3ccc4c(Cl)cc(Cl)c(O)c4n3)cc2)c1=O	55.0	11.6	61.2	28.9	68.8	32.5	27.1	66.1	55.7
28	Cc1nc(N)[nH]c(=O)c1CCC1OCCO1	104.7	89.8	99.3	96.2	/	110.9	107.6	/	105.5
29	[Cl][Ru].c1ccc(-c2cc(-c3ccccn3)nc(-c3ccccn3)c2)cc1.c1ccc(-c2ccnc3c2ccc2c(-c4ccccc4)ccnc23)cc1	-6.4*	63.9	6.1*	6.0*	/	-39.0*	-63.0*	-52.8*	-6.8*
30	CN1C(=O)C2=C(NCCN(C(=O)[C@@H](Cl)c3ccccc3)C2c2ccc(Cl)c(Cl)c2)C1(C)C (stereo partly drawn)	81.1	98.7	102.5	96.2	129.9	107.1	95.7	83.5	95.1
31	N#C/C(=C\c1c(-c2ccccc2)[nH]c2ccccc12)C(=O)N1CCCCC1	/	96.7	77.3	82.4	114.0	91.9	85.0	107.8	98.9
32	Cc1cccc(C)c1I	68.5	81.1	93.6	100.8	/	105.0	112.0	/	116.9
33	COc1ccc(-c2cc(-c3ccc(Cl)cc3)c(C#N)c(=O)n2Cc2ccc(C(=O)Nc3ccccc3N)cc2)cc1	55.8	40.5	90.3	96.5	139.6	54.5	94.6	53.9	89.3
34	COc1cc(C2CC(c3ccc(C)cc3)=NN2C=O)ccc1Oc1nc2c(c(=O)n(C)c(=O)n2C)n1C (stereo not drawn)	79.2	63.1	110.5	88.1	112.7	98.6	98.6	98.3	60.8
35	CN1CCN(c2ccc(-c3cnc4c(-c5csc6ccccc56)cnn4c3)cc2)CC1	-13.9*	-89.4*	-68.5*	-82.4*	-18.7*	-66.4*	-78.2*	-60.8*	10.2
36	c1ccc(-c2cc(-c3ccccc3C3CC3)no2)cc1	102.4	73.0	91.4	92.6	117.1	94.7	96.1	101.4	81.9
37	O=C1/C(=C/c2ccccn2)NC(=S)N1c1cccc(Br)c1	106.6	84.2	107.7	104.7	109.2	102.0	100.3	92.5	97.9
38	COC(=O)c1cc2oc(/C=C3/SC(=S)N(N)C3=O)cc2n1C	/	99.3	98.0	107.4	147.1	127.8	106.2	83.1	127.5
39	COC1=Nc2ccccc2/C=C\c2ccccc21	99.4	80.9	114.5	104.1	99.3	97.3	109.9	99.4	100.5
40	COc1cc(N)c(C)c2c(C)ccnc12	87.0&99.9	93.6	102.9&105.8	101.4&106.4	122.1&123.0	112.5&112.6	98.3&104.0	99.3&96.4	100.8&102.3
41	CCn1cc(C(=O)N[C@H]2C(OC(C)=O)[C@@H](OC(C)=O)C(COC(C)=O)O[C@H]2OC(C)=O)c(=O)c2cc(F)c(N3CCN(C(C)=O)CC3)cc21 (stereo partly drawn)	96.6	87.5	108.1	110.4	110.3	121.4	107.8	96.7	101.5
42	Nc1cccc(C(=O)Nc2cccc3ccc(O)cc23)c1	87.1	78.3	95.9	/	110.3	101.2	99.5	56.6	98.8
43	O=[N+]([O-])c1cccc(-c2ccccc2-c2nc(-c3ccccc3)c(-c3ccccc3)n2C2CC2)c1	/	32.2	70.3	/	64.1	61.7	49.7	40.6	58.9
44	COc1ccc(-c2nc(SCC(C)C)nc(Nc3ccc(/C(C)=N\NC(N)=S)cc3)c2C#N)cc1	11.7	36.7	43.3	59.7	87.4	27.8	50.2	85.6	85.0
45	CCC1(C2CCCC2)NC(=O)NC1=O (stereo not drawn)	100.1	87.4	94.1	93.8	113.2	97.2	102.4	103.1	106.2
46	CCc1c(C)c2cc3c(c(C)c2oc1=O)OC[C@@H](c1ccccc1)N3	/	94.1	92.4	/	92.0	111.1	104.9	78.6	97.0
47	O=C(C[n+]1ccc2ccccc2c1)c1ccc(Cl)cc1	84.8	73.5	99.5	93.1	99.4	112.5	104.6	84.7	86.4
48	Nc1cc(Nc2ccc(Cl)c(Cl)c2)nc(N)n1	79.8	79.8	86.2	95.6	101.8	107.0	102.7	117.5	117.4
49	CN(C)N=Nc1ccc(N(C)C)cc1	97.3	87.3	107.9	106.2	114.8	104.7	99.7	73.0	102.8
50	CCOC(=O)CCCCN1C(=O)S/C(=C\c2ccc([N+](=O)[O-])cc2)C1=O	84.8	82.2	99.3	100.2	109.9	99.9	103.3	99.7	98.2
51	CCC(=O)N1CCN(C(=O)CC)CC1	96.5	96.8	94.0	97.0	105.3	98.0	105.1	80.1	114.0
52	CCSc1nc(C)cc(Nc2ccc(Cl)cc2)n1	81.5	72.2	96.5	96.4	103.4	94.4	99.4	82.0	95.3
53	NS(=O)(=O)c1ccc(Nc2cc(-c3ccccc3)nc(SCC(=O)c3ccccc3)n2)cc1	90.0	86.0	96.9	104.9	129.5	94.9	103.4	98.6	90.4
54	CC(O)C(O)C(O)C(O)CO (stereo not drawn)	95.6	86.8	99.1	96.5	107.5	101.4	110.7	109.1	99.5
55	Nc1[nH]nc2nc(CCl)n3c4ccccc4nc3c12	89.5	84.1	106.9	99.5	105.8	105.5	104.5	92.0	98.5
56	Cc1ccc(CSc2nc(-c3ccc(F)cc3)c(C#N)c(=O)[nH]2)cc1	92.5	96.2	100.4	100.1	93.5	95.1	109.2	87.1	98.6
57	CCN(CC)/C([O-])=c1\cccc\c1=C1\N=C(c2ccccc2)N=C1[n+]1ccc(-c2ccccc2)cc1	99.9	37.1	94.2	95.8	101.8	103.6	103.0	21.0	100.0
58	COc1cccc2ccc(CC(O)(c3ccccc3)c3ccccc3)nc12	87.2	59.8	96.7	84.3	128.1	107.6	90.8	93.5	/
59	O=C(O)c1ccc(C(Cl)(Cl)Cl)cc1	102.9	95.2	111.0	114.8	101.5	100.0	109.6	96.5	111.2
60	CC(C)CCc1ccc(O)cc1	90.0	77.9	104.3	109.4	97.0	115.2	106.6	73.4	95.3
61	CCCCCOc1ccc(N2C(=O)C(C)CNC2=S)cc1 (stereo not drawn)	59.5	85.3	107.7	103.8	97.9	108.5	109.4	109.2	98.7
62	CC1CCCN(S(=O)(=O)c2ncsc2-c2ccccc2)C1 (stereo not drawn)	90.2	83.2	105.1	98.3	102.6	114.4	110.8	98.8	100.5
63	C=C(C)[C@H]1C2=CC(C(=O)OC)=C(C[C@H](C(=C)C)[C@@H]3OC(=O)[C@]4(O[C@H]4[C@@H]1O)[C@@H]3N(C)C)O2	98.8	85.9	102.8	109.5	102.0	102.9	105.1	95.9	95.4
64	CC(=O)Nc1cccc(Nc2nc(-c3ccc(Cl)cc3)n3ncc(C#N)c3n2)c1	/	54.5	81.1	81.1	72.1	77.6	87.4	61.2	96.6
65	CC(=O)Nc1ccc(C(N)=O)cn1	104.0	93.9	99.4	93.8	107.2	100.4	100.6	88.5	96.4
66	Cn1cc(C=O)c2ccccc21	94.6	60.6	99.2	93.5	101.8	105.2	104.2	98.3	97.8
67	O=C(CN1C(=O)c2ccccc2C1=O)c1ccccc1	88.1	99.4	104.8	106.5	121.2	105.6	128.2	97.1	111.2
68	COc1ccc(C(=O)CSc2nccc(N3CCOCC3)n2)cc1	84.4	79.8	90.0	95.5	102.5	/	105.3	85.1	86.5
69	Cn1c(COC(=O)N2CCCCC2)nc2c(N3CCOCC3)nc(Cl)nc21	85.5	75.5	97.8	95.9	97.7	/	100.5	84.5	101.0
70	O=C(/C(=N/O)c1ccccc1)c1ccccc1	100.3	87.9	98.1	106.1	108.1	101.7	107.8	108.5	95.8
71	O=C(CC[C@H]1Cc2ccccc2NC1=O)NCc1cn(-c2ccccc2)nc1-c1ccccc1	92.6	64.2	91.9	90.9	101.6	92.6	104.3	68.7	90.5

Compound profiles (already shown). Screens in order: CAKI-1, UO-31, 786-0, ACHN, TK-10, RXF 393, NCI-H460, NCI-H522, NCI-H322M
C=C(C)[C@H]1C2=CC(C(=O)OC)=C(C[C@H](C(=C)C)[C@@H]3OC(=O)[C@]4(O[C@H]4[C@@H]1O)[C@@H]3N(C)C)O2 is listed with 98.8, 85.9, 102.8, 109.5, 102.0, 102.9, 105.1, 95.9, 95.4
O=C(CN1C(=O)c2ccccc2C1=O)c1ccccc1 is listed with 88.1, 99.4, 104.8, 106.5, 121.2, 105.6, 128.2, 97.1, 111.2
Cn1cc(C=O)c2ccccc21 is listed with 94.6, 60.6, 99.2, 93.5, 101.8, 105.2, 104.2, 98.3, 97.8
Cn1c(COC(=O)N2CCCCC2)nc2c(N3CCOCC3)nc(Cl)nc21 is listed with 85.5, 75.5, 97.8, 95.9, 97.7, /, 100.5, 84.5, 101.0
